Assay outcomes from PubChem BioAssay.
IDH1 mut inh = blocks human IDH1 R132H reductase activity. 70,000 compounds, 0.18% hits. O75874. diaphorase/resazurin fluorescence, 60 min. inhibition, % at 10 µM; in the data active = inhibition above about 34%;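 also: 0% = DMSO and 100% = no enzyme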
Target sequence (O75874 whole entry R132H): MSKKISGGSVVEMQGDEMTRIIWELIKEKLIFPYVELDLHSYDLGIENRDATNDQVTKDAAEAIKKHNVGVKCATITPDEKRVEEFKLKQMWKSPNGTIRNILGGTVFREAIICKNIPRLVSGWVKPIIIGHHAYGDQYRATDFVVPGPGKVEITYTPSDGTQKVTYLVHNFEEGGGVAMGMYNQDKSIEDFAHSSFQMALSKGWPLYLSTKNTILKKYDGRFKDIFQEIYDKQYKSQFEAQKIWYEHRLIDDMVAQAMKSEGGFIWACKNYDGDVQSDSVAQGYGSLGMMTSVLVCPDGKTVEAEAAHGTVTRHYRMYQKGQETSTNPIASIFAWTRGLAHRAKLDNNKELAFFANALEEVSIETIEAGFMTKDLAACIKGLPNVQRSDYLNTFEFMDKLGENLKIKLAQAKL
PRC2 inh = blocks human EZH2/PRC2 H3K27 methylation; Q15910; DELFIA TRF, 1 h; inhibition, % at 12.5 µM; 57,000 compounds, 0.35% hits;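 active = mean inhibition of replicates at least 50% and every single replicate also reaching 50%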;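 also: dimethyl H3K27 on biotinylated H3 21-44 peptide detected by antibody; plate controls were median neutral control wells for no effect and median positive control wells for full effect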
* marks the source's active call; other numbers are inactive results; . = not tested or not shown; & = joins results of further samples. Only part of the results is shown. The share of hits here may be higher or lower than overall.

smiles	IDH1 mut inh	PRC2 inh
Cc1noc(C)c1S(=O)(=O)N(C)C[C@H]1Oc2ccc(NS(=O)(=O)c3cccs3)cc2CC(=O)N([C@@H](C)CO)C[C@H]1C	2.4	.
COCC(=O)N(C)C[C@@H]1Oc2ncc(C#Cc3ccccc3)cc2C(=O)N([C@@H](C)CO)C[C@@H]1C	-1.6	-6
CCCN(C)C[C@@H]1Oc2ncc(C#CC3CC3)cc2C(=O)N([C@H](C)CO)C[C@@H]1C	0.8	-18
CC(C)CC#Cc1cnc2c(c1)C(=O)N([C@H](C)CO)C[C@@H](C)[C@@H](CN(C)Cc1ccccn1)O2	0.1	-2
COCC(=O)Nc1ccc2c(c1)C(=O)N(C)C[C@H](OC)[C@@H](C)CN(Cc1ccccc1)[C@H](C)CO2	0.0	-2
O=C(C[C@@H]1C[C@H]2c3cc(NS(=O)(=O)c4ccc(F)cc4)ccc3O[C@H]2[C@@H](CO)O1)NCc1ccc(Cl)cc1	0.2	7
C[C@H](CO)N1C[C@H](C)[C@@H](CN(C)Cc2ccncc2)Oc2ccc(NC(=O)Cc3cn(C)c4ccccc34)cc2CC1=O	-26	-10
C[C@@H]1CN([C@@H](C)CO)C(=O)c2cc(NC(=O)Nc3ccc4c(c3)OCO4)ccc2O[C@@H](C)CCCCO[C@H]1CN(C)C	-0.5	-8
O=C(C[C@@H]1CC[C@H](NC(=O)c2ccccn2)[C@H](CO)O1)NCc1cccc(F)c1	-0.2	11
C[C@@H]1CN([C@@H](C)CO)C(=O)c2cccc(NC(=O)C3CCOCC3)c2O[C@@H]1CN(C)C	-2.9	.
C[C@H]1[C@H]2OC3=C(C(=O)OC3(C)O)C(=O)[C@]1(C)[C@H]1CCCC[C@]1(O)[C@H]2O (stereo partly specified)	-0.2	3
C[C@H]1CN([C@@H](C)CO)C(=O)c2cc(NC(=O)CCN3CCOCC3)ccc2O[C@H]1CN(C)C(=O)Nc1ccccc1	0.4	.
CCCC(C(=O)OCCN(CC)CC)(c1ccccc1)c1ccccc1	-1.4	.
C[C@@H]1CCCCO[C@@H](CN(C)C(=O)C2CCCCC2)[C@@H](C)CN([C@H](C)CO)C(=O)c2cc(N(C)C)ccc2O1	-2.3	-9
CN1CCN(C(=O)C[C@H]2C[C@@H]3c4cc(NS(C)(=O)=O)ccc4O[C@@H]3[C@H](CO)O2)CC1	-0.3	3
Cc1ccccc1-c1cnc2c(c1)C(=O)N([C@@H](C)CO)C[C@H](C)[C@@H](CN(C)C(=O)CN(C)C)O2	0.5	8
C[C@H](CO)N1C[C@H](C)[C@H](CN(C)C(=O)NC2CCCCC2)Oc2ccc(NS(=O)(=O)c3ccccc3)cc2C1=O	0.9	19
C[C@@H]1CN([C@@H](C)CO)C(=O)Cc2cc(NC(=O)C3CCCCC3)ccc2O[C@H]1CN(C)Cc1ccc(C(=O)O)cc1	0.4	-7
CCC(=O)N[C@H]1CC[C@H](CCNC(=O)Nc2ccc(C(F)(F)F)cc2)O[C@H]1CO	0.1	-11
C[C@@H]1CCCCO[C@@H](CN(C)S(=O)(=O)c2cn(C)cn2)[C@@H](C)CN([C@H](C)CO)C(=O)c2cc(NC(=O)c3ccccc3)ccc2O1	-1.6	.
COc1cccc(NC(=O)N(C)C[C@H]2OCc3ccccc3-c3c(n(C)c4ccccc34)C(=O)N([C@@H](C)CO)C[C@H]2C)c1	-2.1	-17
CCC(=O)N(C)C[C@@H]1Oc2cc(C#CC3(O)CCCC3)ccc2S(=O)(=O)N([C@@H](C)CO)C[C@@H]1C	0.8	0
C/C=C/c1ccc2c(c1)O[C@H](CN(C)Cc1ccc(C(=O)O)cc1)[C@H](C)CN([C@H](C)CO)S2(=O)=O	2.2	10
O=C(C[C@H]1C[C@H]2c3cc(NC(=O)Cc4ccncc4)ccc3O[C@H]2[C@@H](CO)O1)NCc1cccc(F)c1	0.7	-14
CO[C@H]1CN(C)C(=O)c2cc(NC(C)=O)ccc2OC[C@H](C)N(Cc2nccs2)C[C@@H]1C	-0.2	0
O=C(CSc1nc2ccc(NC(=O)c3ccccc3)cc2s1)Nc1cccc([N+](=O)[O-])c1	-0.2	-2
O=C(C[C@H]1C[C@@H]2c3cc(NC(=O)C4CCOCC4)ccc3O[C@@H]2[C@@H](CO)O1)NCc1ccccn1	0.0	18
COc1ccc(NC(=O)N(C)C[C@@H]2OCCCC[C@H](C)Oc3ccc(NC(=O)Nc4ccc(C(F)(F)F)cc4)cc3C(=O)N([C@@H](C)CO)C[C@H]2C)cc1	0.1	.
O=C(CCCCCC(=O)Nc1ccccc1O)N/N=C/c1ccc2c(c1)CCO2	-0.2	1
O=C(NCC[C@@H]1CC[C@H](NS(=O)(=O)c2ccccc2)[C@@H](CO)O1)c1ccccc1F	-0.3	1

Two entries from above in a different format.
O=C(C[C@@H]1CC[C@H](NC(=O)c2ccccn2)[C@H](CO)O1)NCc1cccc(F)c1
- IDH1 mut inh = -0.2
- PRC2 inh = 11

C[C@@H]1CN([C@@H](C)CO)C(=O)c2cccc(NC(=O)C3CCOCC3)c2O[C@@H]1CN(C)C
- IDH1 mut inh = -2.9
- PRC2 inh = .

Additional records follow:
smiles	IDH1 mut inh	PRC2 inh
COc1cccc(C(=O)Nc2ccc3c(c2)OC[C@@H](C)N(CCc2ccccc2)C[C@H](C)[C@H](OC)CN(C)C3=O)c1	-0.9	-5
C[C@@H]1CN([C@@H](C)CO)C(=O)c2cc(C#CC3CCCCC3)cnc2O[C@@H]1CN(C)S(=O)(=O)c1cccc(F)c1	0.2	-7
Cc1noc(C)c1S(=O)(=O)Nc1ccc2c(c1)C(=O)N([C@@H](C)CO)C[C@H](C)[C@H](CN(C)C(=O)Nc1ccc3c(c1)OCO3)OCCCC[C@H](C)O2	4.4	.
CCCNC(=O)C[C@H]1C[C@@H]2c3cc(NC(=O)CN(C)C)ccc3O[C@@H]2[C@@H](CO)O1	-0.1	21
C[C@@H]1CN([C@H](C)CO)C(=O)c2cc(NS(C)(=O)=O)ccc2O[C@@H](C)CCCCO[C@H]1CN(C)S(=O)(=O)c1ccc(Cl)cc1	-0.1	.
O=C(Nc1ccc(C(F)(F)F)cc1)N[C@@H]1CC[C@H](CCNC(=O)c2ccccc2F)O[C@@H]1CO	0.4	7
C[C@@H]1CN([C@H](C)CO)S(=O)(=O)c2ccc(C3=CCCCC3)cc2O[C@H]1CN(C)Cc1ccncc1	.	0
C[C@H]1CN([C@@H](C)CO)C(=O)c2cc(NS(=O)(=O)c3cccs3)ccc2O[C@@H]1CN(C)Cc1ccccc1	0.7	3
Cc1noc(C)c1NC(=O)N(C)C[C@H]1Oc2ccc(NS(=O)(=O)c3ccccc3)cc2CC(=O)N([C@H](C)CO)C[C@H]1C	0.4	.
CO[C@@H]1CN(C)C(=O)c2cc(NC(=O)C3CCC3)ccc2OC[C@@H](C)N(C(=O)CN(C)C)C[C@H]1C	0.0	-10
Cc1ccccc1-c1ccc2c(c1)O[C@@H](CN(C)C(=O)Nc1ccc(C(F)(F)F)cc1)[C@H](C)CN([C@@H](C)CO)S2(=O)=O	0.1	.
Cc1ccc(S(=O)(=O)Nc2ccc3c(c2)C(=O)N([C@@H](C)CO)C[C@@H](C)[C@@H](CN(C)S(=O)(=O)c2ccc(Cl)cc2)O3)cc1	-2.4	.
C[C@H]1CN([C@@H](C)CO)C(=O)c2cc(C#Cc3cccc(F)c3)cnc2O[C@@H]1CN(C)C(=O)C1CCOCC1	.	-19
C[C@@H]1CN([C@@H](C)CO)C(=O)c2cc(NC(=O)NC3CCCCC3)ccc2O[C@@H]1CN(C)S(=O)(=O)c1ccc(F)cc1	0.0	5
C[C@H](CO)N1C[C@H](C)[C@@H](CN(C)S(=O)(=O)c2ccccc2)Oc2ccc(NC(=O)Nc3ccc(F)cc3)cc2CC1=O	-2.3	.
C[C@@H]1CN([C@@H](C)CO)C(=O)Cc2cc(NS(C)(=O)=O)ccc2O[C@@H]1CN(C)S(=O)(=O)c1cn(C)cn1	1.3	.
COc1ccc(S(=O)(=O)N(C)C[C@@H]2Oc3ncc(-c4ccncc4)cc3C(=O)N([C@H](C)CO)C[C@@H]2C)cc1	.	-6
O=C(C[C@H]1C[C@H]2c3cc(NC(=O)c4cccnc4)ccc3O[C@H]2[C@H](CO)O1)NCC1CC1	-0.4	-2
COc1ccccc1C(=O)Nc1ccc(S(=O)(=O)Nc2nc(C)cc(C)n2)cc1	0.0	-7
CC(=O)OCC(=O)[C@@]1(O)CCC2C3CC[C@@H]4C[C@H](OC(C)=O)CC[C@]4(C)C3C(=O)C[C@@]21C (stereo partly specified)	0.1	.
CC(C)NC(=O)Nc1cccc2c1O[C@H](CN(C)Cc1ccncc1)[C@@H](C)CN([C@H](C)CO)C2=O	.	4
CN1CCN(c2ccccc2NC(=O)COc2ccc([N+](=O)[O-])cc2)CC1	0.3	-25
C[C@H](CO)N1C[C@H](C)[C@@H](CN(C)Cc2ccc(-c3ccccc3)cc2)Oc2ccc(NC(=O)Nc3ccc(F)cc3)cc2C1=O	0.4	.
COc1c2c(nc3ccccc13)OC(C(C)(O)CO)C2 (stereo unspecified)	1.0	.
C[C@@H]1CN([C@H](C)CO)C(=O)c2cccc(NS(=O)(=O)c3cccs3)c2O[C@H]1CN(C)Cc1ccc(Cl)c(Cl)c1	0.9	-19
CC(C)NC(=O)N(C)C[C@@H]1Oc2ccc(NS(=O)(=O)c3ccc(Cl)cc3)cc2C(=O)N([C@@H](C)CO)C[C@H]1C	.	2
O=C(CC1CC1)Nc1ccc2c(c1)[C@@H]1C[C@H](CC(=O)NC3CCCC3)O[C@H](CO)[C@@H]1O2	4.7	5
C[C@H](CO)N1C[C@H](C)[C@@H](CN(C)Cc2ccc(C(=O)Nc3ccccc3N)cc2)Oc2ccc(NS(=O)(=O)c3cccs3)cc2CC1=O	-0.4	.
COC(=O)c1ccc(C)c(NC(=O)COc2ccccc2C)c1	0.1	1
CC(=O)N(C)C[C@@H]1Oc2ncc(-c3cccc(C#N)c3)cc2C(=O)N([C@H](C)CO)C[C@H]1C	-0.1	.

The listing continues:
Sequence of screens – IDH1 mut inh	PRC2 inh
> COc1ccc(S(=O)(=O)Nc2ccc3c(c2)C(=O)N([C@@H](C)CO)C[C@@H](C)[C@@H](CN(C)Cc2ccncc2)OCCCC[C@@H](C)O3)cc1
→ 13	.
> C[C@@H]1CN([C@H](C)CO)C(=O)c2cc(NC(=O)CCN3CCOCC3)ccc2O[C@@H]1CN(C)Cc1ccc(Oc2ccccc2)cc1
→ -0.6	.
> CNC[C@@H]1Oc2ccc(NS(=O)(=O)c3ccc(Cl)cc3)cc2CC(=O)N([C@H](C)CO)C[C@H]1C
→ 4.2	.
> COc1ccc(S(=O)(=O)N(C)C[C@@H]2Oc3ccc(NC(=O)c4ccncc4)cc3C(=O)N([C@H](C)CO)C[C@@H]2C)cc1
→ 2.8	.
> C[C@H]1CN([C@@H](C)CO)C(=O)c2cccc(NC(=O)Nc3ccc(F)cc3)c2O[C@H]1CN(C)CC1CCCCC1
→ .	5
> COc1ccc(NC(=O)N(C)C[C@@H]2Oc3ccc(NS(=O)(=O)c4ccc(Cl)cc4)cc3C(=O)N([C@H](C)CO)C[C@@H]2C)cc1
→ 1.2	.
> CO[C@H]1CN(C)C(=O)c2ccc(NC(=O)c3ccc(F)cc3)cc2OC[C@@H](C)N(C(=O)c2ccc(F)cc2)C[C@@H]1C
→ -0.7	5
> CO[C@@H]1CN(C)C(=O)c2cc(NC(=O)Nc3ccccc3F)ccc2OC[C@@H](C)N(C(=O)Nc2ccccc2F)C[C@H]1C
→ 0.5	10
> COc1ccc(-c2cnc3c(c2)C(=O)N([C@H](C)CO)C[C@H](C)[C@H](CN(C)S(C)(=O)=O)O3)cc1
→ -1.1&2.0	-4&-10
> COc1ccc(NC(=O)CSc2nc3ccccc3c(=O)n2-c2ccc(C)cc2)cc1Cl
→ 0.3	-12
> CO[C@@H]1CN(C)C(=O)c2ccc(NS(C)(=O)=O)cc2OC[C@H](C)N(C(=O)NC(C)C)C[C@@H]1C
→ 0.0	-6
> COc1ccc(NC(=O)Nc2ccc3c(c2)C(=O)N([C@@H](C)CO)C[C@@H](C)[C@@H](CN(C)Cc2ccncc2)O3)cc1
→ 3.3	2
> C=CCNC(=O)[C@H]1[C@@H]2C(=O)O[C@@H](c3ccccc3)[C@@H](c3ccccc3)N2[C@@H](c2ccc(O)cc2)[C@]12C(=O)Nc1ccc(C#Cc3ccc(OC)cc3)cc12
→ 0.3	-43
> C=CCn1c(SCC(=O)O)nnc1-c1ccncc1
→ 0.0	-17
> CC(Oc1cccc(NC(=O)c2ccccc2Cl)c1)C(=O)c1ccc(Cl)cc1 (stereo unspecified)
→ 0.2	22
> CC(=O)c1cccc(NC(=O)CSc2nc(N3CCCCC3)nc(N3CCCCC3)n2)c1
→ -0.1	5

For reference, part of the list above:
Sequence of screens – IDH1 mut inh	PRC2 inh
> CO[C@@H]1CN(C)C(=O)c2ccc(NS(C)(=O)=O)cc2OC[C@H](C)N(C(=O)NC(C)C)C[C@@H]1C
→ 0.0	-6
> COc1ccc(NC(=O)Nc2ccc3c(c2)C(=O)N([C@@H](C)CO)C[C@@H](C)[C@@H](CN(C)Cc2ccncc2)O3)cc1
→ 3.3	2
> C=CCNC(=O)[C@H]1[C@@H]2C(=O)O[C@@H](c3ccccc3)[C@@H](c3ccccc3)N2[C@@H](c2ccc(O)cc2)[C@]12C(=O)Nc1ccc(C#Cc3ccc(OC)cc3)cc12
→ 0.3	-43
> C=CCn1c(SCC(=O)O)nnc1-c1ccncc1
→ 0.0	-17
> CC(Oc1cccc(NC(=O)c2ccccc2Cl)c1)C(=O)c1ccc(Cl)cc1 (stereo unspecified)
→ 0.2	22
> CC(=O)c1cccc(NC(=O)CSc2nc(N3CCCCC3)nc(N3CCCCC3)n2)c1
→ -0.1	5
